Yfh1-depleted yeast: enhancers of respiration in Yfh1-depleted yeast, dose response, Friedreich's ataxia, plus single-dose screen (AID 1465) | one-dose fold induction at 50 µM; EC50 in µM for titrated hits | S. cerevisiae Yfh1-off respiration, WST-1 reduction, 72 h; higher fold induction means a stronger effect | 0.074% of 220,000 active;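 active = fold induction of absorbance versus untreated yeast above a set limit, then at least 30% activation at any dose in follow-up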;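 also: activators that raise dye reduction in frataxin-depleted yeast; strong numbers were not always called active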
Ins promoter up: insulin promoter activators in MIN6 cells, imaging, high-content screening, mouse beta cells | MIN6 insulin promoter-GFP reporter; active compounds read high | 0.3% of 190,000 active | z-score at 5 µM | AID 1625, 2009;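 active = z-score above 3 at 5 µM with at least 500 cells counted in the well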
Dynein cargo inh: inhibitors of GR-EGFP nuclear translocation, primary screen, dynein cargo transport inhibitor project, imaging, high-content, 3617.4 mouse cells; test concentration mostly 20 µM; stimulated with dexamethasone, 1 µM; active compounds read low; z-score, hits read low; 0.47% of 220,000 active;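 active = plate z-score of nuclear minus cytoplasmic receptor signal below a set negative limit, without overly bright fluorescence or cell loss, cut at about -3.5 in these data, passing the limit was not always enough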;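 also: z-score of nuclear minus cytoplasmic ring GR-EGFP intensity difference per well; some compounds called inactive have numbers as strong as hits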
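Schedule: 48 h induction, then 1 h compound, then 30 min agonist, 37 °C. Buffer or medium: tetracycline-free induction medium containing charcoal-stripped FBS. Reagent: 1.0 µM final dexamethasone stimulus. Evaluation: nuclear versus cytoplasmic GR-EGFP signal, averaged per well. Signal: high-content fluorescence imaging after fixation.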
NOD1 NF-kB reporter: NOD1 signaling inhibitors, primary screen, cell-based, luminescence, uHTS (AID 1578); NOD1-driven NF-kB luciferase reporter cells, luminescence; higher % means a stronger effect; one-dose inhibition, % at 4 µM; EC50 in µM for titrated hits; 1% of 290,000 active; in the data active = inhibition mostly above about 36%, no sharp cut-off; inactive = mostly below about 34%;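 also: HEK-293T reporter cells stimulated with the NOD1 agonist gamma-tri-DAP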
MT stabilize HCS: microtubule stabilizers in HeLa cells, primary screen, imaging, high-content imaging; HeLa tubulin immunostaining HCS, 24 h; share of cells brighter than vehicle mean+2SD; 0.83% of 200,000 active; % tubulin-high responders, % at 10 µM;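 active = plate Z-score above 3 for both tubulin-high and condensed-nucleus cell shares, with cell loss under 80%, at 10 µM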;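 also: anti alpha tubulin signal scored within the nucleus-defined area of each cell; some results filed as inactive read as strong as hits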
b-catenin transl: modulators of beta-catenin nuclear translocation, primary screen, imaging, HeLa cells, immunofluorescence, high-content. AID 1665, 2009. 0.3% of 190,000 active. nuclear translocation activity, % at 5 µM;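 active = nuclear translocation activity above 50% at 5 µM, with a well cell count of 50 or more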;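 also: per-cell ratio of nuclear to cytoplasmic median beta-catenin stain intensity; plate controls were DMSO negative control for no effect and GSK-3 inhibitor IX positive control for full effect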
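System: HeLa cells, endogenous beta-catenin; compound dosing: 5 µM primary single dose, 0.1% DMSO, 0.02–20 µM confirmation series; incubation: 24 h compound exposure at 37°C, 5% CO2; signal: beta-catenin immunofluorescence imaging with DAPI; evaluation: % activation, nuclear-to-cytoplasmic median beta-catenin signal ratio per cell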
HEK293 NOD2/NF-kB: NOD2 signaling inhibitors, cell-based, luminescence, uHTS, HEK293 (AID 1566) | HEK293 NOD2/NF-kB luciferase reporter, luminescence; higher % means a stronger effect | inhibition, % at 4 µM, or EC50 in µM where a hit was titrated | 0.63% of 290,000 active; in the data active = inhibition above about 50%; also: many of its hits are not listed in these tables
P. falciparum M17LAP: P. falciparum M17LAP inhibitors, primary screen, biochemical, fluorogenic H-Leu-NHMec substrate, 1536-well (AID 1619). inhibition, % at 30 µM; hits with a dose series show IC50 in µM. 0.38% of 220,000 active. Leucine aminopeptidase (Plasmodium falciparum (isolate 3D7)). recombinant M17LAP, H-Leu-NHMec fluorogenic kinetic assay; higher % means a stronger effect;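 active = compound inhibiting the enzyme by more than half at any dose during confirmatory dose-response retesting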;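 also: plate controls were full reaction with DMSO carrier for no effect and no enzyme background for full effect; strong numbers were not always called active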
Autophagy mod: autophagy modulators in MEF cells, primary screen, imaging, high-content, MEF GFP-LC3. MEF GFP-LC3 puncta imaging; test concentration mostly 10 µM. 0.98% of 190,000 active. calls only at 10 µM (by protocol);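 active = percentage of spot-positive cells more than 3 SD above its plate mean, without a fluorescence outlier flag or 80% toxicity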;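 also: spot-positive cell cutoff set from DMSO-treated cells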
Dynein cargo inh cytoplasmic EGFP: also measured in Dynein cargo inh; calls as there; z-score; measured here: cytoplasmic GR-EGFP intensity; active compounds read high
Dynein cargo inh nuclear GR-EGFP: further read-out of Dynein cargo inh, marked with its call; z-score; measured here: nuclear GR-EGFP intensity;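 lower value marks the stronger effect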
Dynein cargo inh cell count: further read-out of Dynein cargo inh, marked with its call; z-score; measured here: cell count per field
Ins promoter up cell count: also measured in Ins promoter up; calls as there; cell count; measured here: cytotoxicity, nuclei count;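 total cells summed across four imaged fields per well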
b-catenin transl cell count 5 µM: also measured in b-catenin transl; calls as there; cell count; measured here: cell count, cytotoxicity flag
MT stabilize HCS Hoechst-high %: also measured in MT stabilize HCS; calls as there; % Hoechst-high responders; measured here: nuclear condensation Hoechst responders;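 share of cells brighter than vehicle mean plus two SD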
MT stabilize HCS cytotoxicity %: further read-out of MT stabilize HCS, marked with its call; toxicity, %; measured here: cytotoxicity by cell density;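 0% = mean cell density of plate MIN control wells and 100% = no cells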
Autophagy mod cell loss 18 h: recorded beside Autophagy mod, whose call it bears; toxicity, %; measured here: cell loss, nuclei count;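 cell loss after 18 h compound exposure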
Starred values were filed as active, the others as inactive; i = inactive; . = not tested or not shown. These rows are one share of the data; rates above refer to the full screens.

Second line of a record – Yfh1-depleted yeast, Ins promoter up, Ins promoter up cell count, Dynein cargo inh, Dynein cargo inh cytoplasmic EGFP, Dynein cargo inh nuclear GR-EGFP, Dynein cargo inh cell count, NOD1 NF-kB reporter, MT stabilize HCS, MT stabilize HCS Hoechst-high %, MT stabilize HCS cytotoxicity %, b-catenin transl, b-catenin transl cell count 5 µM, HEK293 NOD2/NF-kB, P. falciparum M17LAP, Autophagy mod, Autophagy mod cell loss 18 h
Cc1cc(NC(=O)/C=C/c2ccccc2Cl)no1
    i, 0.11, 1343, -0.11, -0.26, -0.078, 0.63, -6%, 3.2, 3.1, 1.5, -4.7, 560, -40%, 3%, i, -6
O=[N+]([O-])c1cccc2ccc(/C=C/c3ccc(C(F)(F)F)cc3)nc12
    i, 0.73, 1265, -0.19, -0.25, -0.34, 0.098, 15%, 4.3, 1.8, 7.2, 11, 1089, 21%, 5%, i, 8
COc1cccc(-c2nc3ccccc3s2)c1O
    i, 0.1, 1426, i, ., ., -5.1, -40%, 1.0, 0.8, 6.2, -0.2, 1402, -181%, -6%, i, -1
CC1CCCCN1CC(=O)Nc1sccc1C#N (stereo not given)
    i, 0.12, 834, 0.21, -0.093, 0.16, 0.00066, 0%, 1.4, 0.9, 1.1, ., ., 20%, 4%, i, 27
Cc1cccc(OCCC(=O)NCC(c2ccco2)N2CCCCC2)c1 (stereo not given)
    i, ., ., -1.1, -0.14, -0.26, 0.26, 4%, 2.9, 1.7, 3.3, ., ., -16%, 16%, i, 1
CCOC(=O)N1CCN(c2nc(=S)n(-c3ccccc3)c(C)c2C(C)=O)CC1
    i, 0.29, 1365, -0.62, -0.24, -0.0041, 0.45, -14%, 2.0, 2.0, 8.9, -2.3, 953, -6%, 5%, i, 2
Cc1c2c(nc3nc4ccccc4n13)CCCC2=O
    i, 0.15, 1104, -0.86, -0.064, -0.064, 0.37, -20%, 7.0, 2.3, 9.8, 0.6, 1103, 10%, 7%, i, -42
COc1cccc(Cn2c(N)c(C#N)c3nc4ccccc4nc32)c1OC
    i, 0.06, 1168, 0.44, -0.16, 0.37, -0.0098, 12%, 1.5, 1.9, 7.8, -1.8, 866, 16%, 0%, i, 12
CCOC(=O)c1ccc(NC(=S)N2CCSC2c2ccc(Cl)cc2)cc1 (stereo not given)
    i, 0.99, 2323, 3.1, -0.014, 1.8, -1.7, -12%, 5.4, 1.6, 5.4, 8.8, 753, 4%, 7%, i, 10
CCOC(=O)c1ccc(CNC(=O)c2cc(C(C)(C)C)oc2C)o1
    i, -0.84, 1197, -0.63, -0.14, -0.35, 0.12, -21%, 3.2, 2.5, 7.6, 3.1, 1178, 4%, 8%, i, 2
COC(=O)c1ccc(COc2ccc(C=O)cc2OC)o1
    i, -0.66, 1443, 0.41, -0.21, 0.11, -0.17, -26%, 2.4, 1.4, 6.8, -0.9, 1088, 10%, 39%, i, 2
CCN(CC)C(=O)CSc1nc2cc3c(cc2c(=O)n1Cc1ccc2c(c1)OCO2)OCO3
    i, -0.1, 1282, 0.56, -0.11, 0.88, 0.16, ., 3.9, 2.5, 11, ., ., 10%, 1%, i, 1
CCN(CC)CCn1nc(C)nc1-c1ccccc1O
    i, 1.5, 1190, 0.56, -0.22, 0.63, -0.87, 4%, 2.0, 3.5, 28, ., ., -20%, -2%, i, 3
Clc1ccc(OCc2cn3ccccc3n2)c2ncccc12
    i, 0.08, 1695, -0.97, -0.18, -0.072, -0.47, -26%, 2.6, 1.8, 7.1, -0.5, 1009, -133%, ., i, 1
CCN1C(=O)[C@H]2[C@H]3[C@H](O)[C@H](O)C/C(=N\OC[C@@H](C)[C@H](OCc4ccccc4)C(C)C)[C@@H]3CC[C@H]2C1=O
    ., -0.11, 1147, -0.31, -0.1, 0.17, 1.2, -6%, 3.7, 1.3, 9.3, ., ., 12%, 0%, i, -5

Reprinted at random: 2 compounds from above.
Second line of a record – Yfh1-depleted yeast, Ins promoter up, Ins promoter up cell count, Dynein cargo inh, Dynein cargo inh cytoplasmic EGFP, Dynein cargo inh nuclear GR-EGFP, Dynein cargo inh cell count, NOD1 NF-kB reporter, MT stabilize HCS, MT stabilize HCS Hoechst-high %, MT stabilize HCS cytotoxicity %, b-catenin transl, b-catenin transl cell count 5 µM, HEK293 NOD2/NF-kB, P. falciparum M17LAP, Autophagy mod, Autophagy mod cell loss 18 h
CCOC(=O)c1ccc(CNC(=O)c2cc(C(C)(C)C)oc2C)o1
    i, -0.84, 1197, -0.63, -0.14, -0.35, 0.12, -21%, 3.2, 2.5, 7.6, 3.1, 1178, 4%, 8%, i, 2
Cc1c2c(nc3nc4ccccc4n13)CCCC2=O
    i, 0.15, 1104, -0.86, -0.064, -0.064, 0.37, -20%, 7.0, 2.3, 9.8, 0.6, 1103, 10%, 7%, i, -42

Next section
Second line of a record – Yfh1-depleted yeast, Ins promoter up, Ins promoter up cell count, Dynein cargo inh, Dynein cargo inh cytoplasmic EGFP, Dynein cargo inh nuclear GR-EGFP, Dynein cargo inh cell count, NOD1 NF-kB reporter, MT stabilize HCS, MT stabilize HCS Hoechst-high %, MT stabilize HCS cytotoxicity %, b-catenin transl, b-catenin transl cell count 5 µM, HEK293 NOD2/NF-kB, P. falciparum M17LAP, Autophagy mod, Autophagy mod cell loss 18 h
COc1ccccc1/C=N/NC(=O)c1ccc(Br)cc1
    i, -0.83, 1150, 1.1, -0.21, 0.57, -1.1, -15%, 3.5, 2.0, 0.4, 1.4, 1070, 10%, 12%, i, 0
O=C(CCN1C(=O)/C(=C/C=C/c2ccccc2)SC1=S)Nc1nc2ccccc2s1
    i, 0.42, 1200, 1.5, 0.62, 0.41, -1.3, 5%, 2.2, 2.0, 7.6, -0.8, 607, -10%, 5%, i, -4
COc1ccccc1CNC(=O)CCCOc1cc(=O)n(C)c2ccccc12
    i, 0.22, 1262, -1.3, -0.24, -0.54, 0.57, -51%, 2.6, 1.8, 0.3, -2.9, 937, 1%, -6%, i, -2
COC(=O)c1cc(Cl)c(NS(=O)(=O)c2ccccc2)cc1OC
    i, 0.39, 1152, -0.47, -0.14, 0.33, 0.27, -4%, 5.8, 2.6, 4.9, -0.7, 1065, 9%, 3%, i, -7
COCCNC(=O)CSc1nnc2c(Cl)cc(Cl)cn12
    i, 0.5, 1483, 0.7, -0.1, 0.47, -1.1, 11%, 2.9, 2.7, 4.4, -2.1, 1397, 22%, -14%, i, 2
CC(C)(C)c1ccc(S(=O)(=O)N2CC(=O)Nc3ccccc32)cc1
    i, ., ., -0.0057, -0.12, 0.14, 0.24, -3%, 3.1, 2.2, 3.0, ., ., 10%, 0%, i, 2
Cc1ccc2oc(-c3cccc(NC(=O)c4ccc(Br)o4)c3C)nc2c1
    i, 0.63, 983, 0.59, -0.24, 0.31, -0.089, -5%, 2.6, 2.6, 3.3, 1.8, 951, -17%, -3%, i, 5
COCC(=O)N(CCc1ccc(OC)c(OC)c1)Cc1nc2ccccc2c(=O)[nH]1
    i, 2.6, 1267, 0.034, -0.32, 0.044, 0.22, -8%, 6.8, 4.1, 3.5, -2.6, 991, -6%, -10%, i, 5
CCCCOc1cccc(/C=N/NC(=O)c2csc(C)c2C)c1
    i, -0.87, 1271, 0.28, -0.13, 0.48, -0.29, 34%, 2.5, 2.7, 4.9, -0.2, 1464, -48%, 0%, i, 1
CCOC(=O)c1oc2cc(O)cc(C)c2c(=O)c1-c1cscn1
    i, -0.52, 1743, -0.29, 0.14, -0.13, 0.044, -27%, 4.5, 2.9, 5.3, 1.0, 1006, 0%, 22%, i, -2
C=CCOc1ccccc1C1C2=C(CC(C)(C)CC2=O)Nc2c1c(=O)n(C)c(=O)n2C (stereo not given)
    ., -0.05, 1608, -0.5, -0.23, 0.049, 0.32, -20%, 2.6, 2.0, 11, 0.4, 1402, -2%, -64%, ., .
Cc1ccc(-c2ccc(CCC(=O)O)n2NC(=O)c2ccc([N+](=O)[O-])cc2)cc1
    i, -0.51, 1436, 3.1, -0.22, 1.4, -1.3, -27%, 2.5, 1.5, 0.4, -1.0, 1152, -8%, 0%, i, 10
N=c1sccn1CC(=O)Nc1ccc(Cl)c(S(=O)(=O)N2CCOCC2)c1
    i, 0.08, 1372, -0.14, -0.038, 0.81, 0.55, -30%, 2.9, 1.5, 6.7, -0.1, 938, -11%, -1%, i, 4
CSc1nc(N)c(C#N)c(-c2ccccc2Cl)c1C#N
    i, ., ., -0.033, -0.14, 0.63, 0.26, -5%, 3.2, 3.7, 3.0, -2.3, 1196, -5%, 14%, i, 7
Cc1nnc(NC(=O)c2ccccc2Oc2ccccc2)s1
    i, -1.1, 1321, 0.46, -0.17, 0.16, 0.42, -27%, 1.4, 1.5, 3.4, -1.7, 1045, 10%, 4%, i, 8
CC(C)(C)c1ccc(N/N=C(\C#N)S(=O)(=O)C(C)(C)C)cc1
    i, -0.7, 1297, 2, -0.15, 0.97, -0.43, 41%*, 3.6, 2.2, 2.6, 0.0, 1086, 31%, 23%, i, -7
